# GPR151 beta-arrestin – GPR151 activators, triplicate retest, confirmation, cell-based, PathHunter beta-arrestin, luminescence, set 2 (AID 1508608). actives 0.9% (n = 2,300). activation, % at 11.2 µM. GPR151 PathHunter beta-arrestin cells, luminescence, 90 min; stronger effect = higher value; 100% = signal from added EA reagent;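 active = mean activation across replicates above 26.72%, the hit cutoff set for this confirmation screen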;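 note: 0% = plate median of compound wells and 100% = EA reagent high control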
# GPR119 beta-arrestin – off-target GPR119 activation – cell-based, PathHunter beta-arrestin, luminescence, set 2, counter-screen for GPR151 activator project, confirmation (AID 1508607); GPR119 PathHunter beta-arrestin cells, luminescence, 90 min; stronger effect = higher value; activation, % at 11.2 µM; actives 0.9% (n = 2,300);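 active = mean percent activation across replicates above the counterscreen hit cutoff of 9.17%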;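 note: 0% = median of sample wells and 100% = wells given EA reagent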
# Active calls of the source: *. This is a subset; rates above refer to the full screens.
SMILES,GPR151 beta-arrestin,GPR119 beta-arrestin
COc1ccc2[nH]c(C)c(CCNCc3ccc(OC(F)(F)F)cc3)c2c1,10.2,0.8
CCn1c(/C=C/C=C2\N(C)c3ccccc3C2(C)C)[n+](Cc2ccccc2)c2ccccc21,35.2*,15.3*
CCOC(=O)C1C(=O)NC2(C)CC1c1ccccc1O2 (centres undefined),-5.6,-4.3
CCc1ccc(NC(=O)CN2CC(c3ccccc3)CC2=O)cc1 (centres undefined),6.0,2.2

# Three compounds from above, arranged by heavy-atom count, descending:
SMILES,GPR151 beta-arrestin,GPR119 beta-arrestin
COc1ccc2[nH]c(C)c(CCNCc3ccc(OC(F)(F)F)cc3)c2c1,10.2,0.8
CCc1ccc(NC(=O)CN2CC(c3ccccc3)CC2=O)cc1 (centres undefined),6.0,2.2
CCOC(=O)C1C(=O)NC2(C)CC1c1ccccc1O2 (centres undefined),-5.6,-4.3
